Screens (PubChem BioAssay)
H1N1 NS1A inhibition – H1N1 influenza NS1A inhibitors, functional cell based assay (AID 504329). NS1A functional cell-based assay, percent inhibition; higher % means a stronger effect. inhibition, % at 12.5 µM, or IC50 in µM where a hit was titrated. hit rate 0.3% among 340,000; in the data active = a potency from the dose series; inconclusive = inhibition above about 27% without an active follow-up result; note: strong numbers were not always called active
PhoP GFP inhibition – PhoP regulon inhibitors, Salmonella typhi PhoP promoter GFP reporter, confirmatory (AID 1850). Salmonella Typhi PhoP-promoter GFP reporter, fluorescence, 4 h; higher % means a stronger effect. inhibition, % at 50 µM, or IC50 in µM where a hit was titrated. hit rate 0.33% among 310,000; in the data active = a potency from the dose series; inconclusive = inhibition mostly from about 25% at the one dose, without a potency; inactive = the rest, 99 in 100 with inhibition below about 19%;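 note: 0% = induced wells with vehicle and 100% = uninduced wells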
M. tuberculosis HTS – M. tuberculosis growth inhibition, HTS (AID 449762); M. tuberculosis H37Rv growth inhibition, 7H9 media; higher % means a stronger effect; hit rate 0.59% among 330,000; inhibition, % at 25 µM, or IC50 in µM where a hit was titrated; in the data active = a potency from the dose series; inconclusive = inhibition above about 70% without an active follow-up result;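 note: bacterial growth assessed after seven days of incubation; strong numbers were not always called active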
tuberculosis growth – growth inhibition of non-replicating M. tuberculosis (AID 488890). Mycobacterium tuberculosis non-replicating, growth inhibition; higher % means a stronger effect. inhibition, % at 25 µM, or IC50 in µM where a hit was titrated. hit rate 0.39% among 320,000; in the data active = a potency from the dose series; inconclusive = inhibition mostly from about 82% at the one dose, without a potency; inactive = the rest, 99 in 100 with inhibition below about 76%;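 note: plate controls were DMSO cells for no effect and high antibiotic wells for full effect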
inhibitors of VEEV – inhibitors of VEEV TC-83 cytopathic effect, confirmation, Vero cells (AID 588727); Vero cells, VEEV TC-83 cytopathic effect inhibition; higher % means a stronger effect; inhibition, % at 20 µM; hits with a dose series show IC50 in µM; hit rate 0.13% among 350,000; in the data active = a potency from the dose series; inconclusive = inhibition mostly from about 14% at the one dose, without a potency; inactive = the rest, 99 in 100 with inhibition below about 12%; note: strong numbers were not always called active
inhibitors of VEEV 10K pilot screen – recorded beside inhibitors of VEEV, whose call it bears; inhibition, %; measured here: 10K pilot screen inhibition
Starred values were filed as active, the others as inactive; i = inactive; ? = inconclusive; . = not tested or not shown.

SMILES | H1N1 NS1A inhibition | PhoP GFP inhibition | M. tuberculosis HTS | tuberculosis growth | inhibitors of VEEV | others
COc1ccc(N=Nc2cc(-c3ccccc3)ccc2O)cc1 | 12.8% | -1.2% | 13.4% | 76.9% | 1.7%
Cc1cc(C)c(NC(=S)N2CCC(N(C)CC3CCCO3)CC2)c(C)c1 (stereo not drawn) | 1.7% | -2.6% | -2.8% | -2.5% | 1.2%
Cc1ccccc1C1c2[nH]c3ccccc3c2C[C@H]2C(=O)N(c3ccccc3C(=O)NCCN3CCOCC3)C(=O)N12 (stereo partly drawn) | -5.6% | 1.2% | -7.3% | 19.3% | 5.9%
C=C(C)COc1ccc(-c2nc(N)ncc2Oc2ccccc2OC)c(O)c1 | 12.1% | -1.1% | -0.5% | 6.9% | 2.4%
CCOc1ccc(CC(=O)NCc2ccc3c(c2)cc(C)n3C)cc1 | 7.7% | 2.8% | -9.8% | 21.1% | 6.0% | inhibitors of VEEV 10K pilot screen=1.1
O=C(Nc1cccc(C(F)(F)F)c1)c1cccnc1N1CCN(c2ccccc2)CC1 | -13.1% | -3.7% | 2.7% | 24.5% | i
COc1ccc(NC2CCCN(C(=O)CCc3ccncc3)C2)cc1OC (stereo not drawn) | -142.8% | -30.1% | 1.3% | -4.7% | i
N#Cc1c(N)sc2c1CCCCCC2 | -0.9% | -6.1% | -5.0% | 9.9% | i
CCn1c(=O)c(C(=O)CN2CCN(S(=O)(=O)c3ccc(C)cc3C)CC2)c(N)n(Cc2ccccc2)c1=O | 20.6% | 0.0% | 43.1% | 71.2% | i | inhibitors of VEEV 10K pilot screen=1.9
CCOc1ccc(C(C)NC(=O)c2cccs2)cc1OCC (stereo not drawn) | . | 0.1% | -2.9% | -12.5% | i
O=C(NCCCN1CCCC1=O)c1cccc(Oc2ccccc2)c1 | 0.2% | 10.0% | -2.0% | 78.6% | 0.3%
CC(C)Oc1ccc(S(=O)(=O)N2CCOCC2)cc1NC(=O)c1ccc(N2CCCC2=O)cc1 | -5.0% | -6.0% | -12.7% | 23.0% | 10.1%
Cc1cc(S(=O)(=O)n2ccnc2)c(Cl)cc1Cl | -4.9% | 0.7% | 5.8% | -2.6% | 0.9% | inhibitors of VEEV 10K pilot screen=2.0
COC(=O)c1cccc(NC(=S)Nc2ccccc2Cl)c1 | -4.0% | -2.7% | -1.4% | 68.0% | 2.1%
COc1ccc(C(=O)NC(=S)Nc2ccc(CN3CCOCC3)cc2)cc1OC | . | -7.8% | 2.2% | 58.7% | 3.9%
COCc1n[nH]c(=S)n1-c1ccccc1 | 13.5% | -6.2% | -6.5% | 2.0% | 0.0%
O=[N+]([O-])c1ccc(NCc2ccccc2N2CCC(CO)CC2)nc1 | -0.4% | -16.1% | 9.2% | 13.2% | 0.7%
Cc1ccc(N(CC(=O)NCc2ccc(F)cc2)C(=O)c2snc(C(N)=O)c2N)cc1C | 3.1% | -8.2% | 0.1% | 13.4% | 2.1%
COc1ccc(S(=O)(=O)N(C)c2ccc(C(=O)Nc3ccccc3C(=O)N3CCOCC3)cc2)cc1 | 16.8% | 5.1% | -11.1% | 9.3% | 7.3%
CCOC(=O)c1oc2ccc(S(=O)(=O)n3nc(-c4ccc(Cl)cc4)cc3N)cc2c1C | -2.9% | . | -7.5% | . | 28.4%
O=C(COC(=O)Cc1c(Cl)cccc1Cl)Nc1ccc2[nH]c(=O)[nH]c2c1 | -1.7% | -5.0% | -0.1% | 3.2% | 6.7%
COc1ccc(OC)c(S(=O)(=O)Nc2c(NC3CCCCC3)c3ccccc3oc2=O)c1 | 1.6% | -9.8% | 3.3% | 15.7% | 8.2%
CCc1[nH]nc2c1C(c1cccc(OC(=O)N3CCOCC3)c1)C(C#N)=C(N)O2 (stereo not drawn) | -3.9% | 9.4% | -2.6% | -2.2% | 0.9%
O=C(CNS(=O)(=O)c1ccc(Br)cc1)NC1CCCC1 | -6.6% | -7.5% | -2.9% | 6.3% | 0.2%
CCc1ccc(NC(=O)CCN2C(=O)c3cccnc3C2=O)cc1 | -1.2% | 3.3% | -9.3% | -5.6% | 1.1%
CCS(=O)(=O)N1Cc2ccccc2CC1C(=O)N(C)CC(=O)Nc1ccc(F)c(F)c1F (stereo not drawn) | 3.9% | 4.3% | 1.8% | 0.1% | 1.1%
O=[N+]([O-])c1ccc(Sc2cccc3cccnc23)cc1 | 4.0% | -0.7% | 31.3% | 34.3% | 2.5%
Cc1ccc(/C=N/NC(=O)CSc2nnc(-c3ccc(Cl)cc3)n2-c2ccccc2)o1 | -7.0% | -3.9% | -10.4% | -1.8% | 9.4%
Clc1cccc(Cl)c1/C=C/c1ccn[nH]1 | 1.6% | -8.1% | 1.3% | 30.6% | 2.5%
COc1cc(C2c3[nH]c4ccccc4c3C[C@@H]3C(=O)N(Cc4ccco4)CC(=O)N23)cc(OC)c1OC (stereo partly drawn) | -4.8% | -11.5% | 25.4% | 18.4% | 0.8%
NC(=O)c1ccc(Oc2ccc(Cl)cc2)c([N+](=O)[O-])c1 | -17.7% | 2.4% | -4.8% | -6.2% | i
CC1CCN(CCNC(=O)CN(C)S(=O)(=O)c2cccc3nsnc23)CC1 | 0.4% | 9.0% | -0.7% | -2.8% | 0.6%
Cc1c(Cl)cccc1NC(=O)c1cccnc1 | -3.8% | -7.1% | 1.7% | 0.6% | 0.7%
COc1ccccc1N1CCN(Cc2cccc(Br)c2)CC1 | -2.4% | 1.0% | -2.7% | -8.5% | 1.0%
COc1ccc2[nH]c(=O)c(CN(Cc3cccs3)C(=S)Nc3ccccc3)cc2c1 | . | -9.5% | -2.0% | -2.8% | .
CN(CC(=O)Nc1ccc(N2CCOCC2)cc1)C(=O)c1cc(S(=O)(=O)N(C)C)ccc1Cl | 10.8% | -12.2% | -6.3% | -8.0% | 0.1%
O=C(NC(=S)NCC1CCCO1)c1cccc([N+](=O)[O-])c1 (stereo not drawn) | 0.4% | 11.5% | -8.9% | -12.0% | 2.1%
COc1ccccc1NC(=O)CSc1nc2sc(C)c(C)c2c(=O)n1Cc1ccco1 | -16.0% | 1.2% | -19.6% | 0.0% | 3.3%
C[N+](C)(CC#Cc1ccccc1)CC(=O)c1ccccc1 | -5.1% | -2.9% | 5.5% | 8.2% | i
Cc1ccc(N(C(=O)c2ccc(Br)o2)C2C=CS(=O)(=O)C2)cc1 (stereo not drawn) | 1.8% | 0.3% | -8.6% | . | i
Cc1cc(S(=O)(=O)N2CCOCC2)ccc1OCC(=O)Nc1cccc(F)c1 | -6.8% | -2.0% | 21.6% | 15.1% | 4.1%
CCc1nn(CCCC(=O)Nc2ccc(C)cc2C)c(=O)c2cc3occc3n12 | -9.2% | -2.4% | 4.3% | 45.4% | 1.2%
COc1ccccc1/C=N/n1c(N)c(C(=O)NC2CCCCC2)c2nc3ccccc3nc21 | -12.2% | . | . | . | i
CCOC(=O)C1(CCOc2ccccc2)CCN(CC=C(C)C)CC1 | -6.2% | 1.2% | -4.4% | 16.7% | i
Clc1ccc(CNc2ncnc3[nH]ncc23)cc1Cl | -2.4% | . | . | . | ?
CCCn1c(SCC(=O)OCc2ccccc2)nc2c1c(=O)n(C)c(=O)n2C | 0.6% | -3.6% | -14.6% | 8.6% | 3.6%
O=C(Cn1nnc2c(cnn2-c2ccc(F)cc2)c1=O)c1ccccc1F | -2.3% | -6.2% | 3.0% | 1.1% | 0.1%
COc1ccc(S(=O)(=O)N2CCOCC2)cc1NC(=O)c1cccs1 | -3.2% | . | 7.2% | 8.2% | 3.6%
COc1cc(OC)c(C2SCCS2)c(OC)c1 | -13.6% | 2.0% | -6.8% | 11.3% | 0.5%
Cc1ccc(C2(C)NC(=O)N(CC(=O)N(C)CC(=O)Nc3cccc(F)c3)C2=O)cc1 (stereo not drawn) | -6.7% | . | 0.7% | 4.2% | 0.3%
CCCOC(=S)Nc1ccccc1 | -21.9% | 3.4% | 2.6% | 21.6% | 2.5%
CCOC(=O)c1cnc2c(OC)cccc2c1NCc1cccnc1 | 7.5% | -2.5% | -0.1% | 8.2% | i
C=CCNC(=S)NNC(=O)COc1c(Cl)cc(Cl)cc1Cl | 0.1% | -9.4% | 8.7% | 0.1% | 2.5%
O=C(O)c1nn(CC(=O)N2CCCCCC2)c(=O)c2ccccc12 | -7.8% | 0.3% | -6.4% | -6.2% | 0.5%
O=C(NN1C(=O)NC2(CCCCC2)C1=O)c1ccc(-c2ccc([N+](=O)[O-])cc2)o1 | -2.5% | -9.7% | 4.8% | 12.7% | 6.2%
COc1ccc(-c2nnc(NC(=O)C3CCCO3)s2)cc1 (stereo not drawn) | 10.9% | -11.0% | -4.9% | 14.1% | 3.7%
O=C(OCc1nnc(-c2ccccc2)o1)c1cccc(-n2cnnn2)c1 | -18.0% | -1.8% | -1.3% | -4.4% | i
O=C(CCNC(=O)c1ccc(Cl)cc1)NCc1ccccc1Cl | -5.2% | . | . | . | 1.5%
CCOC(=O)/C=c1\sc2n(c1=O)CCN=2 | -7.6% | 3.8% | -2.4% | -0.5% | 0.4% | inhibitors of VEEV 10K pilot screen=0.8
CN=C1N(C)C[C@@H]2[C@@H]3C(=O)N(C)C(=O)[C@@H]3[C@](C)(C(=O)OC)N12 | -6.2% | . | . | . | 0.8%

4 entries out of the list, ordered by length of the SMILES, falling.
SMILES | H1N1 NS1A inhibition | PhoP GFP inhibition | M. tuberculosis HTS | tuberculosis growth | inhibitors of VEEV | others
O=C(NN1C(=O)NC2(CCCCC2)C1=O)c1ccc(-c2ccc([N+](=O)[O-])cc2)o1 | -2.5% | -9.7% | 4.8% | 12.7% | 6.2%
C=CCNC(=S)NNC(=O)COc1c(Cl)cc(Cl)cc1Cl | 0.1% | -9.4% | 8.7% | 0.1% | 2.5%
CCOC(=O)c1cnc2c(OC)cccc2c1NCc1cccnc1 | 7.5% | -2.5% | -0.1% | 8.2% | i
COc1cc(OC)c(C2SCCS2)c(OC)c1 | -13.6% | 2.0% | -6.8% | 11.3% | 0.5%

The list goes on:
SMILES | H1N1 NS1A inhibition | PhoP GFP inhibition | M. tuberculosis HTS | tuberculosis growth | inhibitors of VEEV | others
Cc1ccc(NC(=O)N2CCSc3ccccc32)cc1 | 9.5% | 7.2% | -2.3% | 6.1% | 2.6%
COc1ccc(CN(C)C(=O)Cn2cc(C)c(=O)[nH]c2=O)cc1OC | 17.3% | . | . | . | 0.2%
CCOC(=O)C1CCN(C(=O)c2ccc3nc(-c4ccc(OC)cc4)c(-c4ccc(OC)cc4)nc3c2)CC1 | -15.7% | 4.4% | ? | 35.6% | 4.8%
C=CCNC(=O)CN(c1cc(Cl)ccc1OC)S(=O)(=O)c1ccc(C)c([N+](=O)[O-])c1 | 3.9% | 3.9% | -2.1% | 14.4% | 0.7%
O=C1CCCC/C1=C\Nc1ccc(Cl)cn1 | 2.0% | -3.6% | 4.8% | 10.1% | 1.0%
Cc1ccc(S(=O)(=O)N2C(=O)CCC2C(=O)O/N=C(\N)c2cccc([N+](=O)[O-])c2)cc1 (stereo not drawn) | -1.2% | 3.6% | -15.8% | -5.7% | 3.5%
O=C(Nc1ccc2c(c1)OCO2)c1ccc(CO)cc1 | 1.7% | . | 2.9% | -19.3% | 1.3%
Cc1ccc(-c2nnc(SCC(=O)N3CC(C)CC(C)C3)o2)cc1C (stereo not drawn) | -1.0% | -2.0% | 5.2% | 65.3% | 1.9%
Cc1ccc2cc(NC(=O)CC(CC(=O)O)c3ccccc3)ccc2n1 (stereo not drawn) | -6.6% | -0.1% | -7.1% | -17.7% | 0.3%
COC(=O)COc1cccc2c(=O)n(CC(=O)N3CCC(C)CC3)ccc12 | -6.6% | 5.8% | 1.5% | -3.6% | i
O=C(NCc1ccc(F)cc1)c1cc2sccc2n1Cc1ccc(F)cc1 | . | -8.0% | 14.9% | 6.6% | .
COC(=O)CCC(=O)OC1(C)C(=O)C=C2C=C(C3CC3)N(Cc3ccc(OC)cc3)C=C2C1=O (stereo not drawn) | 9.6% | 2.1% | 3.2% | -6.3% | 0.4% | inhibitors of VEEV 10K pilot screen=0.1
Cc1cc(-c2nnc(SCC(=O)Nc3ccc(F)cc3F)n2N)n[nH]1 | 3.0% | 4.9% | 6.5% | 1.7% | 3.1%
CC(=O)Nc1ccc(OCC(O)CN2C(C)CCCC2C)cc1 (stereo not drawn) | -8.5% | -5.9% | -3.8% | 2.8% | 0.7%
